Bioassay records from PubChem.
SRC1 inh: inhibitors of human steroid receptor coactivator 1 (SRC1) | Q15788 | HEK293 GAL4-SRC1 luciferase reporter, luminescence | inhibition, % at 3.6 µM | 0.12% of 360,000 active;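 active = inhibition above the campaign mean plus 3 SD, with each screening campaign given its own cutoff, cut at about 60% in these data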;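 also: 0% = DMSO treated cells and 100% = gossypol at 36 µM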
NR5A2 inv ag: inverse agonists of human LRH-1 (NR5A2) | 0.13% of 360,000 active | HEK293T StAR-luciferase reporter, LRH-1 transfected, 24 h | O00482 | AID 602396 | inhibition, % at 3.6 µM;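 active = inhibition above the mean inhibition of all tested compounds plus 3 SD, cut at about 73% in these data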;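 also: 0% = DMSO wells and 100% = reporter-only cells lacking LRH-1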
Target sequence (O00482 whole entry, looked up): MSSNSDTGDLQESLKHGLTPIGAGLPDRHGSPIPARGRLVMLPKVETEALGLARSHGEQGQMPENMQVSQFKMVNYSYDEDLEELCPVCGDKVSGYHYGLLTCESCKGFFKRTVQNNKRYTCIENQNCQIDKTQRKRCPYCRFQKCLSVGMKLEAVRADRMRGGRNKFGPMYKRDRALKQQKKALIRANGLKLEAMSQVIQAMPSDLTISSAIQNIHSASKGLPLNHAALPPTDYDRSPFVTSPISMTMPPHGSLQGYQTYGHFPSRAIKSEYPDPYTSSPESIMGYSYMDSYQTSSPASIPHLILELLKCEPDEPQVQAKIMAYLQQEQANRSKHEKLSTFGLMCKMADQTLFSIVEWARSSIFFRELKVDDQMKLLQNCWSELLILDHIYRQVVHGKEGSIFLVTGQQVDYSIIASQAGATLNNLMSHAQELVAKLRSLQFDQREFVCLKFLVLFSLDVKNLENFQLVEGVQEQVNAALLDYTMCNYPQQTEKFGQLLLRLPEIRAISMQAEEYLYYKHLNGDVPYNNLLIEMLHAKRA
C8 TRAIL sens: sensitizes caspase-8 expressing cells to TRAIL; NB7+C8 cells + TRAIL, ATPlite viability luminescence; inhibition (viability loss, TRAIL sensitization), % at 10 µM; 1% of 360,000 active;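 active = compounds causing at least 50% loss of cell viability in the single-dose screen, relative to plate controls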
TROY NFkB inh: blocks TROY-dependent signaling in reporter cells; AID 1347056; inhibition, % at 10 µM; 0.98% of 360,000 active; Q293 LMP1-TROYcd NF-kB luciferase reporter, 4 h;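 active = compounds whose plate-normalised and pattern-corrected inhibition of the luciferase reporter signal at the single screening dose is 50% or more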
NCOA3 inh: inhibits human SRC3 coactivator; Q9Y6Q9; HEK293 GAL4-SRC3 luciferase reporter, luminescence; inhibition, % at 3.6 µM; 0.17% of 360,000 active; AID 588352;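 active = inhibition above a per-campaign cutoff, the mean of all compounds plus 3 SD, cut at about 60% in these data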;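 also: 0% = DMSO-treated cells and 100% = gossypol-treated cells at 36 µM; higher means less SRC3-driven luciferase light from the GAL4 reporter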
CF NFkB block: cystic fibrosis NF-kB activation inhibition. KKLEB NF-kB-GFP reporter, PAF-induced, GFP fluorescence overnight. AID 588850. inhibition, % at 5 µM. 0.86% of 360,000 active;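 active = at least 50% inhibition at 5 µM, scaled per plate between neutral and stimulator controls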;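 also: PAF is a Pseudomonas aeruginosa culture filtrate used as stimulus; plate controls were PAF-stimulated DMSO wells for no effect and unstimulated DMSO wells for full effect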
NR2F2 inh: inhibitors of human COUP-TFII (NR2F2). inhibition, % at 8.6 µM. P24468. HEK293T NGFI-A luciferase reporter, luminescence. 0.7% of 370,000 active;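 active = inhibition above a per-plate cutoff, mean inhibition of test wells between control levels plus 3 SD, cut at about 38% in these data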;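 also: cells cotransfected with COUP-TFII expression vector driving the NGFI-A reporter; 0% = median of COUP-TF2 test wells and 100% = reporter-only cells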
Target sequence (P24468 whole entry, looked up): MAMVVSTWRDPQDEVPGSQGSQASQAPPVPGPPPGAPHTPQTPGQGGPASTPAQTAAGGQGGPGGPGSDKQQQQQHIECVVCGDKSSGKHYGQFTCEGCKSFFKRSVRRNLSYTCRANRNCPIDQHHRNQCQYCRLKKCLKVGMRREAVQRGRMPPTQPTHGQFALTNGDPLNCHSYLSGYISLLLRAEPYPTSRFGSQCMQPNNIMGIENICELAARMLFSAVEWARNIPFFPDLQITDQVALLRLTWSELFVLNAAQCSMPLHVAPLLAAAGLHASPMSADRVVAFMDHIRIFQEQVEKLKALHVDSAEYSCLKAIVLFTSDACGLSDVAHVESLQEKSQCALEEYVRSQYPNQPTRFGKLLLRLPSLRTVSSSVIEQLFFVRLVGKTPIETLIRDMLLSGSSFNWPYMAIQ
EBV LMP1 NFkB: Epstein-Barr LMP1 NF-kappaB reporter inhibition. inhibition, % at 12.5 µM. LMP1-induced NF-kappaB luciferase reporter cells, luminescence. AID 504558. 0.69% of 350,000 active; in the data active = inhibition above about 41%;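 also: 0% = neutral control wells and 100% = reference inhibitor control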
KKLEB tox: reduces viability of KKLEB cystic fibrosis airway cells | KKLEB CF airway cells viability, ATPlite luminescence, overnight; stronger effect = lower value; cells stimulated with P. aeruginosa culture filtrate | activity change (cytotoxicity), % at 5 µM | 0.36% of 360,000 active | AID 602141;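 active = corrected activity change at or below -50% at 5 µM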
Shn3 3UTR inh: Schnurri-3 reporter inhibition in Clone20 osteoblasts | Clone20 osteoblast Shn3 3'UTR firefly luciferase, 24 h | inhibition, % at 12.5 µM | 0.52% of 360,000 active | AID 588674;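 active = mean inhibition of at least 75% with every replicate also reaching 75%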;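 also: 0% = median of neutral control wells and 100% = pilot-screen positive control compound; some compounds past the cut are filed as inactive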
TWEAK Fn14 block: TWEAK-Fn14 signaling inhibition; 2% of 360,000 active; TWEAK-stimulated Fn14 reporter cells, luciferase luminescence, 8 h; inhibition, % at 10 µM; in the data active = inhibition above about 50%
An asterisk follows results filed as active; x = not tested or not shown. Some of the compounds tested; the hit share may differ from the screen's.

SMILES	SRC1 inh	NR5A2 inv ag	C8 TRAIL sens	TROY NFkB inh	NCOA3 inh	CF NFkB block	NR2F2 inh	EBV LMP1 NFkB	KKLEB tox	Shn3 3UTR inh	TWEAK Fn14 block
CCOc1ccccc1-c1cc(-c2ccc(OC)cc2)nc2c1c(=O)n(C)c(=O)n2C	-5	-12	4	32	5	19	-1	-7	-12	3	-40
COc1ccc([C@H]2CC(=O)C=C(c3cc(Cl)cc(Cl)c3)C2)cc1	1	-30	-1	-3	1	34	16	-3	-10	14	-16
Cc1ccc(S(=O)(=O)CCN2C=CC(C(F)(F)F)=NCC2)cc1	5	-9	5	12	-6	12	-4	4	-9	-6	11
COC(=O)c1cc(S(=O)(=O)NCC2CCN(Cc3ccc(Cl)cc3)CC2)c[nH]1	10	19	3	-20	18	9	9	-3	-2	1	12
COc1cc(NC(=O)CCCl)cc(-n2cnnn2)c1	-9	2	-7	4	14	-18	2	7	11	-2	-7
CC(C)(C)c1cccc(Cn2nnc3ccccc32)c1O	5	34	18	20	-8	15	29	13	-6	67	1
O=C1CC(c2ccccc2)CN1C(=O)c1cncc(Br)c1 (stereo not drawn)	-28	9	-29	6	3	15	23	1	3	-9	-11
CCOc1ncccc1C(=O)OCC(=O)N1CCN(S(=O)(=O)c2ccc(Cl)cc2)CC1	-15	-2	-1	-3	7	0	7	0	3	12	0
N=c1oc2ccccc2cc1C(=O)NC1CCCCCC1	-126	-159	22	20	-101	-22	-69	-22	-5	-59	36
C=CCN(c1ccccc1)S(=O)(=O)c1ccc(Cl)c(C(=O)OCC(=O)NCCCN2CCCC2=O)c1	-12	4	-15	-6	7	5	-4	-4	10	3	-13
O=C(Nc1ccccc1)OCN1C(=O)c2ccccc2C1=O	-13	-5	2	-4	-2	-4	-5	-11	16	-11	-26
COc1cc(Br)cc2cc(C(=O)N3CCCCC3C)c(=O)oc12 (stereo not drawn)	-18	-6	3	-2	-12	-4	-3	-16	-2	-3	5
O=C(COC(=O)c1cc(-c2cccs2)nn1-c1ccccc1)Nc1cccc([N+](=O)[O-])c1	-10	-6	1	38	19	-7	15	2	0	-7	10
CCOC(=O)c1csc(NC(=O)c2cc(OC)c(OC)c(OC)c2)n1	2	6	-5	26	21	-1	6	6	-9	16	25
FC(F)(F)c1nnc(-c2ccccc2)nc1N1CCCC1	10	-10	2	-1	10	10	11	-1	-14	-4	10
COc1ccc(-c2nnc(SC(C)C(=O)Nc3ccc4c(c3)OCCO4)o2)cc1 (stereo not drawn)	-77	-61	20	-58	-70	0	-35	-14	14	-73	-25
S=C(Nc1ccc2nccnc2c1)N1CCOCC1	-35	-58	0	-35	-60	1	-19	-5	6	-11	2
O=C(NC(=S)Nc1ccc(N2CCCC2)cc1)c1ccc(F)cc1	-1	-24	10	-19	-7	0	8	-4	14	-4	-19
Cc1ccccc1OCC(O)Cn1c(Br)nc2c1c(=O)[nH]c(=O)n2C (stereo not drawn)	-22	-8	-2	10	21	4	-3	1	5	3	18
CCN(CC)S(=O)(=O)c1cc(NC(=O)c2n[nH]c(=O)c3ccccc23)ccc1C	2	-16	-13	-32	-1	-10	7	-11	6	-2	-7
O=C(NC1CCCC1)C1c2ccccc2OCC(=O)N1Cc1cccnc1 (stereo not drawn)	x	12	3	-10	x	x	-19	x	x	x	-1
O=C(CNS(=O)(=O)c1ccc(Cl)cc1)N1CCN(c2ccc(F)cc2)CC1	4	-12	-6	9	20	-2	12	5	6	7	21
Cc1[nH]c2ccccc2c1Cc1nnc(SCC(=O)NCc2ccco2)o1	-11	-12	-2	2	-17	13	-26	-1	2	9	46
CC(C)=C(NC(=O)c1ccccc1)C(N)=O	5	-1	1	1	19	-10	11	3	24	-22	-22
CCCC(C)C(=O)Nc1ccc(S(=O)(=O)Nc2nccs2)cc1 (stereo not drawn)	-4	-6	7	-4	15	-8	18	-3	-6	-9	18
CSCCCNC(=S)N1CCN(c2ccc(C(C)=O)cc2)CC1	-8	-5	7	-3	4	8	8	1	2	25	-2
Cc1ccc([C@H]2C[C@@H](O)[C@H](n3cc(-c4ccc(F)cc4)nn3)CN2C(=O)c2cccs2)cc1	3	14	-2	8	12	-16	-4	0	-6	49	0
O=C(Nc1ccc2c(c1)OCO2)c1ccc(Cl)cc1Cl	-71	-105	71*	-20	-128	14	-69	-16	-19	-80	16
CCn1ncc(Br)c1C(=O)NC1CCCCCCC1	7	-4	-6	-9	5	-12	17	4	12	2	3
NC(=O)c1c(NC(=O)c2cccnc2)sc2c1CCCCC2	-32	-38	18	-9	-15	9	6	-13	-6	-18	-23
COc1ccc(-n2c(Cc3cccn3C)nnc2SCC(=O)N2CCCC2)cc1	1	-1	0	-15	7	21	13	1	2	-14	-3
Cc1cc(C)nc(NC(=O)c2ccc(OC(C)C)cc2)n1	0	3	2	-10	14	3	8	1	-5	-23	-21
Cc1cc2c(cc1C)C(=O)CCC2	15	-13	-4	-1	-3	4	9	-5	6	-14	-15
O=C(C1CCCO1)N(c1cccc(Cl)c1)C1C=CS(=O)(=O)C1 (stereo not drawn)	-7	-13	-6	-16	5	16	10	3	-10	5	9
CCCN(CCC)C(C(=O)Nc1cccc(OC)c1)c1ccccc1 (stereo not drawn)	-22	5	5	-21	-7	8	16	-2	12	8	-11
CCCNC(=O)C1(C)CCCN(C(=O)c2cccc(C#N)c2)C1 (stereo not drawn)	3	0	9	-13	-8	3	-1	x	10	-8	-2
CC(=O)N1CCN(C(=O)c2ccccc2NS(=O)(=O)c2ccc(F)cc2)CC1	11	-20	-24	-22	2	1	-5	-19	-8	13	-6
O=C(Oc1ccc(N2C(=O)C3C4CCC(C4)C3C2=O)cc1)c1ccco1 (stereo not drawn)	-6	-21	6	32	13	-8	3	1	30	3	-23
O=C(O)C1C2C=CC(C3CC23)C1C(=O)N1CCc2ccccc21 (stereo not drawn)	0	-7	-2	-27	7	4	26	-2	-2	2	24
CCCC(c1nnnn1C(C)(C)C)N1CCN(Cc2ccccc2)CC1 (stereo not drawn)	3	4	2	-19	1	12	6	4	-4	14	1
CC(=O)c1c[nH]c(C(=O)NC2CCCCCC2)c1	22	-2	12	-22	6	4	-5	2	-7	-3	-12
CCN(CC(=O)Nc1c(F)cccc1F)C(=O)c1cnc(C)cn1	1	-3	-12	-20	-7	0	7	2	-9	-1	-2
O=C(Cc1csc(Nc2nc(=S)[nH]c3ccccc23)n1)NCc1ccccc1Cl	-22	19	-2	5	-10	15	-5	-29	-14	0	-32
N#Cc1ccccc1Sc1ccccc1C(=O)OCC(N)=O	-22	8	-1	6	7	-16	-2	-5	10	1	-3
CCC(=O)Nc1ccc2c(c1)ncn2-c1ccc(OC)cc1	-28	-30	16	-42	-27	0	-8	-6	3	-5	-21
Cc1cc(-c2ccc(S(=O)(=O)N3CCCCC3)s2)on1	8	6	-7	-12	-2	-6	-6	-4	-30	-15	39
CC1(C(=O)N2CCCCC2)CCN1C(=O)c1ccccc1CCc1ccccc1 (stereo not drawn)	7	16	13	3	-7	18	-4	x	1	-15	-32
COc1ccccc1-c1cc(=O)c2c(O)ccc([N+](=O)[O-])c2o1	-6	10	2	-4	-12	-63	-9	-4	-6	-10	-61
COC(=O)CNC(=O)C(NC(=O)c1ccc(Cl)cc1)C(C)C (stereo not drawn)	-10	1	-9	5	-22	-12	3	9	2	3	-13
Cc1ccccc1OCc1nc2ccccc2c(=O)n1N	-54	-64	19	-38	-41	-1	-28	-7	-1	-20	-5

(further entries)
SMILES	SRC1 inh	NR5A2 inv ag	C8 TRAIL sens	TROY NFkB inh	NCOA3 inh	CF NFkB block	NR2F2 inh	EBV LMP1 NFkB	KKLEB tox	Shn3 3UTR inh	TWEAK Fn14 block
O=C(CCC(=O)OCC(=O)c1ccc(Br)cc1)Nc1cccc2cccnc12	-14	-7	10	0	-18	5	-9	11	-12	-6	-14
O=C(COC(=O)C1CCN(c2ccc(C(F)(F)F)cn2)CC1)Nc1ncc(Cl)cc1Cl	-7	9	1	11	14	-6	-10	-1	7	2	-6
COc1ccc(S(=O)(=O)N2CCOCC2)cc1NC(=O)C1CC1	1	-4	-9	8	0	-7	-12	-11	10	-9	-2
O=C1O[C@@H](c2ccccc2)C[C@@H](O)[C@H](O)CCCc2ccccc21	x	-19	18	-12	x	x	4	x	x	x	16
Cc1ccccc1-c1cc2nc(NCCOc3ccccc3Cl)n(C)c(=O)c2s1	-23	2	-1	-2	-48	-5	-8	x	2	-5	-48
Cc1ccc(CSCCNC(=O)CCSc2ccccc2)cc1	5	11	-5	-11	5	-13	9	3	5	0	-31
Cc1ccc(S(=O)(=O)N2CCN(C(=O)CNC(=O)c3sc4ccccc4c3Cl)CC2)cc1	-32	5	3	-14	-6	4	4	12	-8	-24	-32
Cc1ccc(NS(=O)(=O)c2ccc(C)c(C(=O)N3CCN(C)CC3)c2)cc1	1	0	-1	4	20	-18	-1	-3	-8	-7	-2
Cc1nc(NC(=O)C(C)(C)C)sc1C(=O)Cn1cc(-c2ccc(C(C)(C)C)cc2)nn1	x	3	-8	-20	x	x	-5	x	x	x	6
O=C(NCCCn1ccnc1)c1ccc2nccnc2c1	-4	16	1	-19	-1	6	0	1	1	2	11
Cn1c(=O)oc2cc(S(=O)(=O)NCc3ccc(Cl)cc3)ccc21	2	-12	-6	5	15	-15	-5	-1	14	-11	-9
COc1ccc(-c2ccnc3cc(C(=O)O)nn23)cc1	-6	-13	-10	11	18	-6	-10	57*	-6	5	12
COc1cccc(OCC(=O)NNC(=O)C(=O)N2CCCC2)c1	-2	-9	-15	-6	23	-4	3	5	-2	-3	-11
CC(C)C12CN3CC(C(C)C)(CN(C1)C3(C)C)C2=O	13	-25	-1	0	6	-3	-13	-4	9	4	-8
CS(=O)(=O)N1CCN(c2ccccc2NC(=S)NC(=O)c2cccs2)CC1	-6	16	-7	-2	9	-6	3	-18	-8	21	20
CC(NC(=O)N(Cc1ccccc1)Cc1ccc2c(c1)OCO2)(C(F)(F)F)C(F)(F)F	9	-6	-8	-7	14	-10	-11	-10	-16	4	7
COc1ccc(CNC(=S)Nc2ccccc2-c2ccccc2)cc1	-15	5	17	-1	11	-3	x	0	-7	0	-1
CCOC(=O)N1CCC(NC(=O)C(Cc2ccccc2)NC(=O)c2ccco2)CC1 (stereo not drawn)	-8	1	14	-4	-16	0	-12	11	-4	15	9
COc1ccc(CN2CCCC(C(=O)c3ccc4c(c3)OCO4)C2)c(F)c1 (stereo not drawn)	-29	8	5	15	-17	-8	17	1	-2	15	-18
COc1ccccc1NS(=O)(=O)c1cc(NC(=O)c2ccc(NC(C)=O)cc2)ccc1N1CCOCC1	-11	-31	12	2	-4	32	-34	-6	12	-36	28
CCOCCCN1CN(S(=O)(=O)c2ccc(Cl)cc2)c2nc3ccccc3nc21	0	-47	6	0	-6	6	-16	-6	-7	-30	2
